# Source: PubChem (Johns Hopkins Ion Channel Center)
# Kir21 block: inhibitors of mouse Kir2.1 inward-rectifier potassium channel; P35561; HEK293-Kir2.1, FluxOR thallium flux fluorescence; hits give low values; B-score at 10 µM; actives 0.85% (n = 310,000);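 active = fluorescence ratio B-score at or below minus 3 SD of library scores, with starting-brightness B-score within 2 SD, cut at about -4.2 in these data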;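 note: channel flux triggered by added potassium and thallium sulfate stimulus; B-score of peak minus minimum fluorescence over baseline after thallium stimulus; more negative B-score means stronger Kir2.1 block with less thallium influx; some compounds called inactive have numbers as strong as hits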
# Target sequence (P35561 whole entry, looked up): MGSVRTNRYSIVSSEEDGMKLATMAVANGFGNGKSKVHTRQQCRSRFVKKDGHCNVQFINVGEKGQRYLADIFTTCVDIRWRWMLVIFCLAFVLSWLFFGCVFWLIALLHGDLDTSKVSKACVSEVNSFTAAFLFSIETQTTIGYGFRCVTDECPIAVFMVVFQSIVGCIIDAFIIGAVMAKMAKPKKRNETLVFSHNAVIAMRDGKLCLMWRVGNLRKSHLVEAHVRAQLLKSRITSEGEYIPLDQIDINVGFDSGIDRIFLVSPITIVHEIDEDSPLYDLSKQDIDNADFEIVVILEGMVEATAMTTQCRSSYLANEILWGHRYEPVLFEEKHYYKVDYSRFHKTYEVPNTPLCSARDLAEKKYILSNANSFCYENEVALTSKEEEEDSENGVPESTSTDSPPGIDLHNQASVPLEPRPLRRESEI
# KCNQ2 block: KCNQ2 potassium channel inhibitors, primary screen, cell-based, CHO-K1, FluxOR thallium flux, B-score (AID 2156). O88943. 20 min; hits give low values. B-score at 10 µM. actives 1.1% (n = 310,000);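 active = fluorescence ratio B-score at most minus 3 library SDs, with starting brightness B-score within 2 library SDs, cut at about -5.5 in these data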
# * marks the source's active call; other numbers are inactive results; i = inactive. Compounds were not picked by outcome; 1.9% or so of the library scored in one or more.
Compound | KCNQ2 block | Kir21 block
CNS(=O)(=O)c1cc(C(=O)OCC(=O)NC2CCCc3ccccc32)ccc1Cl (stereo not given) | i | 1.1
NCC(O)COc1ccc2c(c1)OCO2 (stereo not given) | i | 0.38
CCCCOc1ccccc1-c1cc(C(=O)O)[nH]n1 | i | -0.17
S=C(NCCc1cccc(Cl)c1)NCc1ccccc1 | i | -3.82
COc1ccccc1/C=[N+](\[O-])C1SC(=S)N(C)C1(C)C (stereo not given) | i | -1.22
Cc1ccc(S(=O)(=O)Nc2ccc(O)c3cccnc23)cc1 | i | -4.53*
Cc1ccc(C2=NS(=O)(=O)N(C)C(C(=O)Nc3cc(C)n(CC(=O)N4CCCCC4)n3)=C2)cc1 | i | -1.81
CN1CCN(C(=O)CN(c2ccccc2)S(=O)(=O)N(C)C)CC1 | i | 1.47
Cc1nc(NCc2cccnc2)c2c3c(sc2n1)CC(C)CC3 (stereo not given) | i | -0.41
Cc1ccc(S(=O)(=O)N2CCN(C(=O)COc3ccc(NC(=O)c4ccco4)cc3)CC2)cc1 | i | -0.01
O=C(C1CC1)N1CCc2cc(S(=O)(=O)NC3CCN(Cc4ccccc4)CC3)ccc21 | i | -0.12
COc1ccc(S(=O)(=O)Nc2ccc(N3CCOCC3)cc2)cc1 | i | -1.39
O=C(CN(C(=O)CCC(=O)Nc1ccccn1)c1ccccc1F)NCc1ccc2c(c1)OCO2 | i | 0.01
Cc1ccc2[nH]c3c(c2c1)CC/C(=C/c1ccccc1)C3=O | i | 1.04
CCOc1cc(/C=C2/C(=N)N3C(=NC2=O)SN=C3S(=O)(=O)CC)ccc1OC(=O)c1ccco1 | i | -2.9
COc1ccc(-c2c(C)nn3c(N4CCC5(CC4)OCCO5)cc(C)nc23)cc1OC | i | -1.8
CS(=O)(=O)c1ccccc1C(=O)Nc1ccccc1Cc1ccccc1 | i | 0.47
Cc1cc(S(=O)(=O)N2CCN=C2c2ccccc2)ccc1F | i | -4.74*
N#CCCN1CCN(S(=O)(=O)c2ccc(C#N)cc2)CC1 | i | -1.2
COc1ccc(CN=CC2=C(O)CNC2=O)cc1 | i | -0.59
NC(=O)c1sc2nnc(-c3ccccc3)c(-c3ccccc3)c2c1N | i | -0.71
CN(C1CCCC1)C1CCN(C(=S)Nc2cc(F)cc(F)c2)CC1 | i | -0.02
COc1ccc(OC)c(S(=O)(=O)N2CCCc3ccccc32)c1 | i | -1.99
CC(O)CNc1nc2ccccc2n1-c1ncnc2sc3c(c12)CCC3 (stereo not given) | i | -7.62*
N#Cc1c(N)sc2c1CCN(CCc1ccccc1)C2 | i | -3.28
Cc1[nH]c2ccccc2c1/C=C/C(=O)c1ccncc1 | i | 1.99
CC(=O)N1CCN(c2ccc(S(C)(=O)=O)cc2[N+](=O)[O-])CC1 | i | 3.93
CCOC(=O)c1cc2c(C(F)(F)F)cc(-c3ccccc3)nc2o1 | i | 0.52
COc1cccc(-n2sc3c(c2=S)-c2cc(OC)ccc2NC3(C)C)c1 | i | -0.08
O=C1C2CCCN2C(=O)N1CCCCN1CCN(c2cccc(Cl)c2)CC1 (stereo not given) | i | -0.12

# One compound at a time, from the list above. Screens in order: KCNQ2 block, Kir21 block
# Cc1ccc(C2=NS(=O)(=O)N(C)C(C(=O)Nc3cc(C)n(CC(=O)N4CCCCC4)n3)=C2)cc1 as listed: i, -1.81
# Cc1ccc(S(=O)(=O)Nc2ccc(O)c3cccnc23)cc1 as listed: i, -4.53*
# S=C(NCCc1cccc(Cl)c1)NCc1ccccc1 as listed: i, -3.82

# (next part)
Compound | KCNQ2 block | Kir21 block
O=c1[nH]nc2c3ccccc3cnn12 | i | -0.47
CCOC(=O)c1cccc(NC(=S)NC(=O)c2cccnc2)c1 | i | -0.85
COc1cccc(CNC(=O)COc2cc3c(c4oc(=O)cc(C)c24)CCC(C)(C)O3)c1 | i | -0.57
Cc1ccccc1C(C(=O)NC1CCCCC1)N(C(=O)c1ccccn1)c1cccnc1 (stereo not given) | i | 1.94
CCN(c1ccccc1)S(=O)(=O)c1cccc(C(=O)N2CCN(S(=O)(=O)c3ccccc3)CC2)c1 | i | 0.58
CCOc1ccc(-c2noc(CCCC(=O)NC3CCCCC3)n2)cc1OC | i | 0.98
CC1c2cc3c(cc2CCN1C(=O)c1ccc(Br)cc1)OCCCO3 (stereo not given) | i | 2.24
CC(C)C(Nc1ncnc2c1oc1ccccc12)C(=O)O (stereo not given) | i | 0.9
CSc1nc(N2CCN(C)CC2)c2c(c1C#N)CC(C)(C)OC2 | i | -0.97
CCCc1ccc(C(=O)Cn2nc(C(=O)O)c3ccccc3c2=O)cc1 | i | -0.63
CNC(=O)c1cc(S(=O)(=O)N(C)C)ccc1Cl | i | -0.12
O=C(NCc1ccc(Cl)cc1)C1CCCN(c2ncnc3c2nc2n3CCCCC2)C1 (stereo not given) | i | 1.07
c1cncc(CNc2ncnc3sccc23)c1 | i | -1.04
Cc1ccc(NC(=O)CCNS(=O)(=O)c2ccc3[nH]c(=O)oc3c2)cc1C | i | -0.71
Cc1ccccc1OCC(=O)OCn1nnc2ccccc2c1=O | i | 1.1
C=CCn1c(SCc2ccc(C(=O)O)cc2)nc2sc(C)c(C)c2c1=O | i | 3.06
COc1ccc(CCNC(=O)c2ccc(CS(=O)Cc3ccc(C)cc3)o2)cc1OC (stereo not given) | i | -0.92
COc1ccc(CNC(=O)CC(C)CC2=NS(=O)(=O)c3ccccc3N2)cc1 (stereo not given) | i | 0.51
CC(CN(C)Cc1ccccc1)OC(=O)c1ccc(F)cc1 (stereo not given) | i | -4.16
c1ccc(C2c3[nH]c4ccccc4c3CCN2Cc2cccn2-c2cccnc2)nc1 (stereo not given) | i | -1.36
Cc1ccc2sc(-c3ccc(NC(=O)CCN4C(=O)c5ccccc5C4=O)cc3)nc2c1 | i | -0.61
O=C1CCCN1CCCNc1ncnc2c1[nH]c1ccccc12 | i | 0.42
NS(=O)(=O)c1ccc(N/C=C/C(=O)c2ccc(Br)cc2)cc1 | i | -1.88
Cc1ccc(S(=O)(=O)N2CCOCC2)cc1C(=O)Nc1ccccc1N1CCCC1 | -6.63* | -0.97
CN1CCN(NC(=O)c2cn(-c3ccccc3)nc2-c2ccc(OC(F)F)cc2)CC1 | i | 0.03
Cc1ccc(OCC(=O)Nc2ccc(S(=O)(=O)Nc3onc(C)c3C)cc2)cc1 | i | 1.45
CSc1nnc(C)c(/C=C/Nc2ccc(C)cc2)n1 | i | 0.01
C=CCn1c(-c2sc(-c3ccccc3)nc2C)n[nH]c1=S | i | -0.07
CCN(CC)CCCN(C(=O)c1ccc(OC)cc1)c1nc(-c2ccc(OC)cc2)cs1 | i | -6.07*
CNc1nc(OCC#N)nc(N2CCCCC2)n1 | i | -0.07
CN(C)CCCn1c2c(c(SCC(=O)Nc3ccc4c(c3)OCO4)nc1=O)CCCC2 | i | -0.36
CC(C)(C)OC(=O)N1CCN(c2ccc(NC(=O)Cn3nnc(-c4ccccc4)n3)cc2)CC1 | i | 0.9
O=C1Nc2c(c(=O)[nH]c(=O)n2-c2ccccc2F)C(C(F)(F)F)(C(F)(F)F)N1 | i | 0.03
N/C(=N\OC(=O)c1cc(Br)ccc1Cl)c1cccnc1 | i | -0.02
Cc1ccc(S(=O)(=O)NC(=O)Nc2nccs2)cc1 | i | 0.32
CCc1ccc(NC(=O)CN2C(=O)CC(C)S(=O)(=O)c3ccccc32)cc1 (stereo not given) | i | -0.37
O=C(NNC(=S)NC(=O)c1ccccc1[N+](=O)[O-])c1ccccc1[N+](=O)[O-] | i | 1.71
COCCCNC(=O)CC(NS(=O)(=O)c1ccc(OC)cc1)c1ccc(OC)cc1 (stereo not given) | i | 2.01
O=C(O)C1CCN(C(=O)c2ccccc2Cl)CC1 | i | 1.6
Cc1ccc(N=Cc2cc(Cc3ccccc3Cl)cc([N+](=O)[O-])c2O)c(O)c1 | i | 1.9
CN1C(=O)/C(=C\c2ccncc2)SC1=Nc1ccccc1 | i | 0
CC1CCN(c2cc(N(C)CCO)c([N+](=O)[O-])c3nonc23)CC1 | i | 0.47
CCOc1ncccc1C(=O)Nc1cccc(-c2nnc3n2CCCCC3)c1 | i | -0.23
Cc1nnc(SCC(=O)N2CCOCC2)c2ccccc12 | i | 1.49
CCCc1nnc2c(N(C)S(=O)(=O)c3ccc(C)cc3)nc3ccccc3n12 | i | 0.14
COc1cc(NC(=O)COc2ccc(Cl)cc2)ccc1NC(=O)C(C)C | i | 0.33
C1CCN(Cc2nnnn2CC2CCCO2)CC1 (stereo not given) | i | -0.39
CC(C)Oc1ccc(C(=O)NCCCNC(=O)c2ccccn2)cc1 | i | -0.29
CCC(=O)Nc1nc2n(n1)C(c1ccc(OC)cc1)C=C(c1ccccc1)N2 (stereo not given) | i | -0.46
CCc1cc(C(=O)Nc2cc(S(=O)(=O)N(CC)CC)ccc2N2CCN(C)CC2)sc1C | i | 0.6
CC(=O)c1cccc(NC(=O)C(OC(=O)c2cccs2)c2ccccc2)c1 (stereo not given) | i | 0.03
O=C(NN1C(=O)NC2(CCCCC2)C1=O)c1ccc(-c2ccc([N+](=O)[O-])cc2)o1 | i | -2.12
COC(=O)c1ccc(NC(=O)CN2CCN(CCO)CC2)cc1 | i | 1.01
Cc1nc2ccc(NC(=O)NCCCO)cc2s1 | i | 0.27
Cc1cccc(CNC(=O)C2CCC(=O)N(CCc3cccc(F)c3)C2)n1 (stereo not given) | i | 0.03
CCOc1ccccc1N1CCN(C(=O)CNC(=O)c2sc3ccccc3c2Cl)CC1 | i | 0.95
Cc1cccc(NC(=O)CCNC(=O)c2ccccc2)c1 | i | -2.04
N=c1c2c3c(sc2nc2n1CCCCC2)CCCC3 | i | 1.06
CCC(=NCCc1ccc(OC)c(OC)c1)C1=C(O)CC(C)(C)CC1=O | i | 0.75
CCSc1cc(C2C(C(=O)OC)=C(C)NC3=C2C(=O)CCC3)c(C)o1 (stereo not given) | i | -0.05

# (next part)
Compound | KCNQ2 block | Kir21 block
Cc1cc(C)n(CC(=O)N2CCCC(C(=O)c3cccc(OC(C)C)c3)C2)n1 (stereo not given) | i | -0.61
CN(C(=O)c1ccc(S(=O)(=O)NC2CCCC2)cc1)C1CCCCC1 | i | 0.21
Fc1ccc(-c2ccnc3nc(N4CCN(c5ccccc5)CC4)nn23)cc1 | i | -2
CCCCn1c(N)c(N(CCC(C)C)C(=O)CC2OC(=O)c3ccccc32)c(=O)[nH]c1=O (stereo not given) | i | 0.08
CCN(CC)C(=S)SCC(=O)c1c(C)[nH]c2ccccc12 | i | 0.06
Cc1cccc(S(=O)(=O)Nc2nc3ccccc3nc2NCc2ccco2)c1 | i | 1.3
Cc1ccc(NC(=O)CN(c2ccc(Cl)cc2)S(=O)(=O)c2cc([N+](=O)[O-])ccc2Cl)cc1 | i | -0.18
CCOc1ccc2nc(NC(=O)CSc3nc4c(c(=O)n(C)c(=O)n4C)n3C(C)C)sc2c1 | i | -0.29
O=C(COC(=O)c1sc2cc(Cl)ccc2c1Cl)Nc1ncc(Cl)cc1Cl | i | 3.2
O=C(CO/N=C/c1ccc(OC(F)F)cc1)NCc1cccs1 | i | 0.61
CCOC(=O)/C(=C\c1cccnc1)C(=O)c1cc(C(C)=O)c(Nc2ccccc2)s1 | i | -3.74
CCCCCn1c(=O)[nH]c2cc(C(=O)NCCCN3CCCCC3C)ccc2c1=O (stereo not given) | i | -1.18
O=C(NC1CCC1)C1CCC(=O)N(Cc2cccc(F)c2)C1 (stereo not given) | i | -2.83
COc1ccc(N=C2SC(CC(=O)Nc3ccc(F)cc3)C(=O)N2Cc2ccco2)cc1 (stereo not given) | i | -2.55
Cc1sc2ncnc(N3CCC(C(=O)Nc4ccc(Br)cc4Br)CC3)c2c1C | i | -2.88
Cc1nn(Cc2ccc([N+](=O)[O-])cc2)c(=O)n1-c1ccccc1 | i | -0.58
CCc1nn(CCCC(=O)Nc2ccc(C)cc2C)c(=O)c2cc3occc3n12 | i | -2
COc1ccc(NC(=O)CSc2nccc(C)n2)cc1 | i | 1.23
CCCc1nn(C)c(C(=O)Nc2cccc(Cl)c2)c1Cl | i | 1.46
O=C(NCCCN1CCCC1=O)c1c(O)nc2ccccn2c1=O | i | 0.18
CCn1c(CSc2nc3ccccc3s2)nnc1SCC(=O)NCC(=O)OC | i | -0.63
O=S(=O)(c1ccc(-c2csc(-c3cccnc3)n2)cc1)N1CCCCC1 | i | 2.09
O=c1c(Cl)c(NCc2ccc(F)cc2Cl)cnn1C12CC3CC(CC(C3)C1)C2 | i | 0.16
N=c1c2cn[nH]c2nc(SCC(=O)c2ccc(Br)cc2)n1-c1ccc(Br)cc1 | i | 0.45
O=C1C(Cc2ccccc2O)NC(=S)N1c1ccccc1 (stereo not given) | i | -0.11
CC(=O)Nc1ccc(-c2csc(Nc3cccc(C)n3)n2)cc1 | i | -0.55
CCCN1Cc2cccc(C(=O)NCc3ccccc3OC)c2C1=O | i | -0.91
CN(C(=O)COC(=O)COc1ccccc1F)C1CCS(=O)(=O)C1 (stereo not given) | i | 1.09

# Quoted at random: 3 records from the list.
Compound | KCNQ2 block | Kir21 block
Cc1cccc(S(=O)(=O)Nc2nc3ccccc3nc2NCc2ccco2)c1 | i | 1.3
O=S(=O)(c1ccc(-c2csc(-c3cccnc3)n2)cc1)N1CCCCC1 | i | 2.09
CCn1c(CSc2nc3ccccc3s2)nnc1SCC(=O)NCC(=O)OC | i | -0.63
